Compound activity: PubChem, National Center for Advancing Translational Sciences (NCATS)
D2 ag = agonists of human D2 dopamine receptor; HEK293 T-REx D2 cells, calcium flux agonist mode; activation, % at 2 µM; actives 0.53% (n = 340,000); P14416;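 active = activation over 3 SD above normal in the single-dose calcium agonist read, cut at about 30% in these data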; note: 0% is about no effect
Target sequence (P14416 whole entry, looked up): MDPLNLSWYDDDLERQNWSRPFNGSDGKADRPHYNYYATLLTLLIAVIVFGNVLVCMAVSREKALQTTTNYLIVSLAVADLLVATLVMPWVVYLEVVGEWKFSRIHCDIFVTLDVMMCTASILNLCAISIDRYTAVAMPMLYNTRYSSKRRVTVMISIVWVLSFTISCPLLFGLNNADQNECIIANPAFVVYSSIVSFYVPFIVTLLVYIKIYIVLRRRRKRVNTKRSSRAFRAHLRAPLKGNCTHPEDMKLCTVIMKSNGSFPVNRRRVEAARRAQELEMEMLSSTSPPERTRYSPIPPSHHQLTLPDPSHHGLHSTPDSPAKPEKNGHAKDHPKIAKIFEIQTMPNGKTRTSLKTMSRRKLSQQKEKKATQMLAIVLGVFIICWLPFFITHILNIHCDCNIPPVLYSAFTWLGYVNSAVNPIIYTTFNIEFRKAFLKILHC
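Tetracycline-induced HEK293 Trex cells with D2 receptor force-coupled to calcium signaling, plated overnight at 30 C and loaded with no-wash calcium dye. Calcium flux read kinetically for 180 s after compound addition; responses flag agonists.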
USP1 inh = inhibitors of human USP1/UAF1 deubiquitinase; actives 0.23% (n = 390,000); Potency, µM (top dose mostly 57.1 µM), for the others: top-dose activity change, negative = inhibition, most hits filed as inhibitors; recombinant USP1/UAF1, Ub-Rhodamine cleavage fluorescence; note: potency is the fitted concentration of half-maximal effect; % is set by controls: 0 for no effect and ±100 for the full control effect; nearly all actives have a fitted effect of over 60% in size; inactives centre near -12
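USP1/UAF1 complex at 1 nM was preincubated with compound for 15 min at room temperature, then Ub-Rho substrate (150nM final) was added. Fluorescence (480/540 nm) was read kinetically, 6 reads every 60 seconds.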
TrxR1 inh = rat TrxR1 inhibition; O89049; recombinant rTrxR1, NADPH fluorescence consumption, selenite substrate; Potency, µM (top dose mostly 114 µM), for inactives: at the top dose activity change, negative = inhibition, most hits filed as inhibitors; actives 1% (n = 390,000); note: potency is the fitted concentration of half-maximal effect; % is set by controls: 0 for no effect and ±100 for the full control effect; nearly all actives have a fitted effect of over 65% in size
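Rat TrxR1 (90 nM in the dispensed reagent) was pre-reduced with 400 uM NADPH for 5 min at room temperature, then incubated with compound for 15 min. After 400 uM selenite was added, NADPH fluorescence (Ex 340/Em 450 nm) was followed for 8 min.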
TRHR ag = agonists of human TRH receptor; P34981; TRHR cells, calcium flux fluo-8, FDSS agonist mode; activation, % at 2 µM; actives 0.18% (n = 360,000); AID 493084; in the data active = activation above about 30%; note: 0% is about no effect
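In this calcium-flux screen, cells bearing human TRHR are dye-loaded with fluo-8, baselined for 10 cycles, then exposed to library compounds; positive kinetic calcium responses during the agonist phase mark hits, with TRH as control.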
IDH1 R132H inh = blocks human mutant IDH1 R132H enzyme; O75874; actives 0.093% (n = 390,000); Potency, µM (doses to about 76.6 µM), for the others: top-dose activity change, negative = inhibition, usual class: inhibitors; IDH1-R132H enzyme, NADPH consumption, diaphorase/resazurin fluorescence; AID 602179; note: potency is the fitted concentration of half-maximal effect; % is set by controls: 0 for no effect and ±100 for the full control effect; nearly all actives have a fitted effect of over 65% in size
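IDH1-R132H (0.5 ug/mL dispensed) in pH 7.5 Tris buffer was preincubated 30 min with compound, then given a substrate mix of 0.016 mM NADPH and 2 mM alpha-KG for 80 min at room temperature; remaining NADPH was read by diaphorase/resazurin fluorescence.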
D2 antagonist = D2 dopamine receptor (human) antagonism. HEK293 TREx D2 cells, calcium flux, dopamine EC80. inhibition, % at 10 µM. actives 2% (n = 340,000). P14416; in the data active = inhibition above about 30%; note: 0% is about no effect
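Antagonism is scored as inhibition of an EC80 dopamine-evoked calcium signal in a force-coupled, tetracycline-inducible HEK293 T-REx D2 line, with compound present 180 s before agonist.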
TRHR PAM = TRH receptor (human) allosteric enhancement | P34981 | TRHR cells, fluo-8 calcium fluorescence, EC20 TRH enhancement | enhancement, % at 2 µM | actives 0.66% (n = 360,000); in the data active = enhancement above about 30%; note: 0% is about no effect
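Enhancer read-out: after compound pinning and an initial kinetic agonist-mode read, an EC20 of TRH (10 nM final) was injected and fluo-8 calcium signal (Ex 480/Em 530) followed at 1 s/cycle for 100 cycles in TRHR-expressing cells.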
TrxR1 substrate = rat thioredoxin reductase 1 substrate activity. O89049. purified TrxR1 substrate turnover, NADPH consumption readout. Potency, µM (highest dose often 114 µM), for the others: top-dose activity change, negative = substrate turnover. actives 0.01% (n = 390,000). AID 588456; note: potency is the fitted concentration of half-maximal effect; % is set by controls: 0 for no effect and ±100 for the full control effect; nearly all actives have a fitted effect of over 50% in size
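Rat TrxR1, dispensed at 90 nM, was prereduced with 400 uM NADPH (final) for 5 min at ~22 deg C, then incubated with compound 15 min before 400 uM selenite. A first-read NADPH fluorescence drop versus no-compound background flagged substrates.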
PI4K2A block = blocks human PI4K2A kinase activity; purified PI4K2A, ADP-Glo luminescence, 1 h; stronger effect = lower value; activity change, negative = inhibition, % at 76.9 µM; AID 1346378; actives 0.13% (n = 420,000); in the data active = activity change below about -50%; inconclusive = mostly about -30% to -49%;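 note: -100% = wells without enzyme as full effect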
Target sequence (Q9BTU6 whole entry, looked up): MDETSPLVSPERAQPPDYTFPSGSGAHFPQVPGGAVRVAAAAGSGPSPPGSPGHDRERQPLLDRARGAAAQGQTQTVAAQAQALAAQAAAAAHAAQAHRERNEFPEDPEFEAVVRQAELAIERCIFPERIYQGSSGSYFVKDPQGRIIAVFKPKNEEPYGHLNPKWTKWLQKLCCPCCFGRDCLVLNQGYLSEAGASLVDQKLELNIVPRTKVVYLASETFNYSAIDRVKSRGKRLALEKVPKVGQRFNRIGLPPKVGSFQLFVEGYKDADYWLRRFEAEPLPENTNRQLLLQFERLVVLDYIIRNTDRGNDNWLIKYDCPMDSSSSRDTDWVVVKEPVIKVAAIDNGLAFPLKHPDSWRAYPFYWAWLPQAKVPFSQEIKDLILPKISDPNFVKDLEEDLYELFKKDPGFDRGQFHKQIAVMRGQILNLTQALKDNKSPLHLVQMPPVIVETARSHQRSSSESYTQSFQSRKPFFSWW
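PI4K2A activity was measured by ADP-Glo luminescence: enzyme (4 ug/mL stock) and phosphatidylinositol (1.2 mM stock) in Tris pH 7.5/MgCl2/EGTA/Triton X-100 buffer were reacted with ATP (300 microM stock) for one hour at ambient temperature.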
Starred values were filed as active, the others as inactive; ? = inconclusive; / = not tested or not shown; & = joins results of further samples; [ ] = another dose, or the depositor's remark. Unless noted, calls come from the whole dose curve; as a rule, active = well fitted inhibition curve with a large enough effect; inconclusive = small, poorly fitted or top-dose-only effect; inactive = no such curve, though single readings can be large or run the other way.

SMILES	D2 ag	USP1 inh	TrxR1 inh	TRHR ag	IDH1 R132H inh	D2 antagonist	TRHR PAM	TrxR1 substrate	PI4K2A block
CCN(CC)CCCNC(=O)c1c2c(nc3ccccc13)C(=O)N(C1CCCCC1)C2	0.7	-7.7%	6.5%[57.1 µM]	0.3	0.0%	/	1.5	4.3%[57.1 µM]	-2.6
CC1C(=O)C(C)C(c2cccc(Br)c2)NC1c1cccc(Br)c1 (centres undefined)	-0.7	-13.8%	29.5%	-0.1	8.7%	-7.5	-12.0	1.2%	0.0
COc1ccc(C)cc1NC(=O)Nc1ccc(Br)cn1	0.7	-25.2%	14.6%	0.2	-5.6%	-23.6	-5.7	3.9%	2.1
c1ccc(CN2CCCC3(CCCN(Cc4nc(CC5CC5)no4)C3)C2)cc1 (centres undefined)	0.2	2.2%	6.5%	0.5	7.4%	12.0	-5.0	-5.0%	2.8
CCN(Cc1ccc(OC)c(F)c1)C(=O)CCl	0.7	-18.5%	25.1µM*	0.0	6.1%	-18.6	-2.5	2.8%	7.1
Cc1cc(N2CCOCC2)ccc1/C=C1/SC(=O)NC1=O	/	-11.5%	-10.3%	-2.1	-4.8%	/	-5.4	-12.6%	6.1
COc1ccc(NC(=O)CCC(=O)Nc2cc(OC)c(NC(=O)c3cccs3)cc2OC)cc1	-2.5	-9.1%	15.7%	-0.3	1.9%	15.7	-4.8	3.7%	5.3
CC1CCN(C(=O)CCc2ccc(Oc3cc([N+](=O)[O-])cc([N+](=O)[O-])c3)cc2)CC1	/	-9.6%	8.3%[11.4 µM]	0.1	6.4%	/	22.8	-2.9%	-2.0
Cc1ccc(/C=C/C2=Cc3c(sc(NC(=O)CSc4n[nH]c(N)n4)c3C#N)C(C)(C)C2)o1	-0.2	/	/	2.3	/	-10.3	6.4	/	/
COCCN(C)C(=O)CCc1nnc(Cc2ccc(-c3ccccc3)cc2)o1	/	3.2%	4.2%	-0.1	4.9%	/	3.4	-2.1%	5.5
O=C(CN1C(=O)C2CC=CCC2C1=O)Nc1nnc(SCc2c(Cl)cccc2Cl)s1 (centres undefined)	0.0	-23.6%	-4.1%	0.7	-10.3%	-3.1	-0.2	0.1%	0.6
COc1ccccc1CNS(=O)(=O)N(C)C	1.8	-2.2%	17.5%[57.1 µM]	1.5	-1.1%	-5.3	-0.2	1.6%[57.1 µM]	-1.3
Cc1ccc(NC(=O)COC(=O)CNC(=O)C2CCCCC2)cc1S(=O)(=O)N(C)C	/	?	-13.5%	/	-2.1%	/	/	-9.9%	0.0
Cc1ccc(S(=O)(=O)N(CC(=O)Nc2ccccc2-c2ccccc2)c2ccc(C)cc2C)cc1	1.1	2.6%	11.6%	1.2	0.8%	13.1	-4.0	-0.4%	6.2
CCN(CC)C(=O)Cn1nc(-c2ccncc2)nc1SCC(=O)Nc1ccc(OC)cc1	-3.0	7.0%	8.4%	0.3	-16.8%	-19.8	-6.1	0.8%	-3.9
Cn1ccc(CC(=O)N2CCC(N3CCC(C(=O)N4CCCC4)CC3)CC2)c1	0.6	-7.1%	-18.3%	0.3	0.6%	4.1	27.6	3.1%	-1.7
COc1ccc(CNC(=O)C[C@H]2C(=O)N(Cc3ccc(OC)cc3)C[C@@H]2Cc2ccccc2)cc1	-0.4	1.8%	?	-1.2	-3.6%	-8.3	-0.7	-3.5%&2.3%	-3.9
Nc1ccc2c(c1)C(O)c1cccc(C(=O)O)c1-2 (centres undefined)	/	-10.8%	6.4%[11.4 µM]	/	4.6%	/	/	3.7%[11.4 µM]	-0.5
Cc1cccc(C)c1NC(=O)c1ccc2nc(CCc3ccccc3)oc2c1	1.6	-24.0%	31.3%[57.1 µM]	0.0	11.2%	/	0.5	4.4%[57.1 µM]	2.7
COC(=O)c1ccc(NC(=O)c2cccnc2)cc1	-1.4	-19.7%	-2.3%	0.8	11.1%	-0.7	3.5	-1.1%	-2.7
O=C(Nc1ccccc1)C1CCCCN1S(=O)(=O)c1ccccc1 (centres undefined)	1.2	-9.0%	7.7%	-0.5	2.1%	-3.2	4.0	3.4%[57.1 µM]	0.5
COC(=O)[C@]1(C)N[C@H](CN(C)C(=O)Nc2ccc(OC)cc2)[C@@H]2C(=O)N(C)C(=O)[C@@H]21	/	-25.5%	7.7%	/	10.9%	/	/	12.6%	-4.1
Cc1cccc(OCC(=O)N2CCC(c3ccccc3)C2)c1 (centres undefined)	0.1	?	29.8%	-0.6	4.1%	7.5	1.3	12.5%	-0.7
CCN(CC)C(=O)c1[nH]cnc1C(=O)N[C@@H](Cc1ccccc1)C(=O)OC(C)(C)C	0.8	?	-1.5%	-0.4	9.7%	25.0	-0.6	-7.6%	0.7
COc1cccc(-c2nc(OC(C)C)c3ccccc3n2)c1	0.0	-13.1%	10.5%	0.8	5.4%	2.3	-2.0	-3.8%	0.9
NS(=O)(=O)c1ccc(CCNC(=O)COC(=O)CC(c2ccccc2)c2ccccc2)cc1	-0.8	-15.3%	8.9%[57.1 µM]	0.4	8.0%	2.2	-5.4	0.6%[57.1 µM]	-3.1
Cc1ccc(NC(=S)NNc2ncc(C(F)(F)F)cc2Cl)cc1	0.2	-6.7%	-19.4%[57.1 µM]	0.0	0.9%	-1.9	-3.6	1.8%[57.1 µM]	2.4
CCCCCC(=O)N=Nc1c(O)[nH]c2ccc([N+](=O)[O-])cc12	1.6	-2.7%	2.6%[57.1 µM]	0.5	0.8%	10.2	-0.3	-5.0%[57.1 µM]	-3.9
O=C(O)CCCCCNC(=O)c1ccc(Br)cc1	-1.1	-6.0%	4.0%	0.4	-4.1%	-20.6	-1.4	6.3%	-3.5
CC(NS(C)(=O)=O)C(c1cccs1)N1CCN(c2ccccc2)CC1 (centres undefined)	-0.3	?	20.3%	0.8	5.0%	0.0	59.5*	11.7%	-0.7
Cc1nc(NCCN)c(C#N)c2c1COC(C)(C)C2	-0.7	-14.6%	-18.7%	0.1	3.8%	-5.0	-0.7	49.7%[activator]	-0.3
O=C1CSC(c2ccccc2)N1c1ccccc1F (centres undefined)	-1.0	-17.0%	25.1%	-0.2	-14.9%	-5.7	1.7	5.9%	-0.5
COc1cc(/C=C2/C(=O)NN(c3ccc(C)c(Cl)c3)C2=O)cc([N+](=O)[O-])c1O	0.3	?	-23.0%	-0.1	24.9%	12.5	-1.3	-20.1%	-3.8
COc1cccc(CNC(=O)CCS(=O)(=O)Cc2ccc(C)cc2)c1	0.1	-16.2%	1.5%	0.1	-3.6%	-9.0	0.7	3.2%	-12.6
c1cc(C2CCN(Cc3nc(-c4ccc5c(c4)OCO5)no3)CC2)ccn1	0.3	-16.8%	9.4%	0.6	-8.1%	-6.6	34.5*	3.3%	-7.9
Cc1ccc(NC(=O)NC2(C(=O)NCc3ccccc3)CCCCC2)cc1	0.2	3.7%	27.2%	-0.4	-4.9%	-17.5	-2.4	9.2%	-3.9

Reprinted at random: 2 entries already listed
SMILES	D2 ag	USP1 inh	TrxR1 inh	TRHR ag	IDH1 R132H inh	D2 antagonist	TRHR PAM	TrxR1 substrate	PI4K2A block
CC(NS(C)(=O)=O)C(c1cccs1)N1CCN(c2ccccc2)CC1 (centres undefined)	-0.3	?	20.3%	0.8	5.0%	0.0	59.5*	11.7%	-0.7
COc1cccc(CNC(=O)CCS(=O)(=O)Cc2ccc(C)cc2)c1	0.1	-16.2%	1.5%	0.1	-3.6%	-9.0	0.7	3.2%	-12.6

Carrying on:
SMILES	D2 ag	USP1 inh	TrxR1 inh	TRHR ag	IDH1 R132H inh	D2 antagonist	TRHR PAM	TrxR1 substrate	PI4K2A block
CCOC(=O)c1c(C)[nH]c(C)c1S(=O)(=O)N(C)CC(=O)Nc1ccc(OC)cc1	/	-25.0%	4.7%[57.1 µM]	-0.4	-12.9%	/	-0.1	-0.7%[57.1 µM]	-1.1
Cc1c(-c2cccc(NC(=O)C(C)(C)C)c2)nc2ncccn12	0.5	2.4%	9.3%[57.1 µM]	-0.5	-12.1%	/	3.0	159.5%[activator][57.1 µM]	-4.6
Cc1cc(C)c2nc(N(CCN(C)C)C(=O)c3ccc4ccccc4c3)sc2c1	/	-11.2%	17.2%	-0.1	9.0%	/	-1.8	-2.1%	-2.0
CCN1CCN(c2ccc(S(=O)(=O)N3CCOCC3)cc2NC(=O)c2ccc(C(F)(F)F)cc2)CC1	1.5	-0.3%	9.1%[57.1 µM]	1.0	-3.0%	6.0	-4.4	-9.6%	2.6
CC(C)(C)NC(=O)CN(C(=O)C(=O)Nc1ccc2c(c1)OCCO2)C1CCCC1	0.0	-4.6%	12.7%[57.1 µM]	-2.6	0.7%	-14.9	-2.7	6.7%[57.1 µM]	-1.4
O=C(Cn1cc([N+](=O)[O-])cn1)Nc1ccccn1	-0.3	-0.1%	19.0%	1.1	-1.8%	-4.7	3.0	6.8%	-2.7
O=C1CCC(=O)N1c1ccc(CSc2nc3ccccc3[nH]2)cc1	-1.2	-14.2%	22.2%	0.4	3.3%	1.3	1.5	8.8%	-0.9
Cc1ccccc1OCCSc1nc(C)c(Cc2ccccc2)c(=O)[nH]1	-1.1	-23.5%	-27.2%	-1.0	/	/	5.9	-21.0%	1.1
CCN(CC)c1ccc(C=NN2CCCCCC2)cc1	/	-1.6%	-19.1%	/	-4.4%	/	/	-11.1%	-2.8
CC(=O)Nc1cccc(C(=O)Nc2nc(C)cs2)c1	3.2	-11.1%	18.1%[57.1 µM]	0.4	2.9%	2.3	-0.3	-4.5%	1.7
Cc1cc(NC(=O)CSc2nc3ccccc3cc2C#N)no1	0.2	-20.7%	10.0%	0.6	4.4%	8.7	-4.0	-2.9%	-1.3
CCN(c1cc(C)cc(C)c1)S(=O)(=O)c1nnc(NC(=O)c2cccs2)s1	-0.8	-23.4%	15.5%	0.7	-10.1%	/	-2.1	-6.6%	1.6
Cc1ccc(CNC(=O)COC(=O)CCCOc2ccc(Cl)cc2Cl)cc1	/	-18.7%	28.5%	1.0	10.7%	/	4.0	1.4%	2.1

Hits appear at their usual frequency; overall some 3.9% were active at least once.
